Screening results from PubChem.
hIAP inh: human IAP inhibition. P09923. purified IAP, CDP-Star luminescence, 30 min. AID 2544. inhibition, % at 10 µM. actives 0.12% (n = 330,000);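 active = inhibition reaching a set limit with compound at 10 µM in the primary screen, cut at about 35% in these data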;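 also: plate controls were DMSO wells with enzyme for no effect and no-enzyme buffer wells for full effect; values of inactives mirror those of a sister screen read the other way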
A3A deaminase: human APOBEC3A DNA deaminase inhibition | P31941 | recombinant A3A, FAM/TAMRA ssDNA deamination fluorescence | inhibition, % at 20 µM | actives 0.41% (n = 330,000) | AID 493011;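 active = at least 40% inhibition at 20 µM here, with at most 30% in a related deaminase screen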;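 also: plate controls were A3A with DMSO for no effect and wells lacking A3A enzyme for full effect; some results filed as inactive read as strong as hits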
Target sequence (P31941 whole entry, looked up): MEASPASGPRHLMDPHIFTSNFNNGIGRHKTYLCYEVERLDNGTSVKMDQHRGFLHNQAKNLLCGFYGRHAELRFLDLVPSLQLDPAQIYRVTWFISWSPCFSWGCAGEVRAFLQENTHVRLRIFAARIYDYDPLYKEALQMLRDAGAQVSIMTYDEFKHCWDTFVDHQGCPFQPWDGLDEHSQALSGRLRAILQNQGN
hIAP act: increases human intestinal alkaline phosphatase activity. purified human IAP, CDP-Star luminescence, 30 min; stronger effect = higher value; 1 = vehicle-only enzyme, 0 = enzyme-free background. activation factor at 10 µM. actives 0.16% (n = 330,000). AID 2524;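 active = activation factor of the enzyme at least 2-fold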; also: the source names both 10 and 20 µM as test concentration; values of inactives mirror those of a sister screen read the other way
mIAP act: mouse IAP activation | muIAP, CDP-Star luminescence, 30 min; stronger effect = higher value; 1 = vehicle-only enzyme signal, 0 = enzyme-free wells | activation factor at 10 µM | actives 0.24% (n = 330,000) | AID 2805;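 active = activation factor of at least 2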; also: the source names both 10 and 20 µM as test concentration; values of inactives mirror those of a sister screen read the other way
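System: mouse IAP enzyme. Reagent: CDP-Star chemiluminescent phosphatase substrate. Benchmarks: DMSO wells, no-enzyme wells. Times: 30 min enzyme-substrate-compound incubation at room temperature. Detection: luminescence from enzymatic CDP-Star hydrolysis. Doses: test compounds delivered from DMSO solution.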
SENP1 inh: blocks the human SENP1 SUMO protease catalytic domain; Q9P0U3; recombinant SENP1 catalytic domain, CyPet-SUMO1-YPet FRET cleavage; inhibition, % at 10 µM; actives 0.21% (n = 360,000); AID 624204;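 active = inhibition at least 30% at 10 µM, raw YFP signal under a set limit, fluorescence ratio 0.5 to 1.5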;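 also: 0% = enzyme with DMSO and 100% = no enzyme wells; some results filed as inactive read as strong as hits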
Target sequence (Q9P0U3 419-644 limits assumed): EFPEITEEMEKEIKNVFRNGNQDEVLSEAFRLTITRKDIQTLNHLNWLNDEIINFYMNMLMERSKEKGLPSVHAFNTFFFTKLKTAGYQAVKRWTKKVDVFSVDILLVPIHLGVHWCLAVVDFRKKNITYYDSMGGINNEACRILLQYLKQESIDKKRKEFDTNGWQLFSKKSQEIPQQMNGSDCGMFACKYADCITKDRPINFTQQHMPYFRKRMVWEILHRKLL
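Test system: hSENP1 catalytic domain, recombinant; Amount: 20 pM final SENP1 enzyme; Medium: Tris pH 8 buffer plus EDTA, NaCl, BME, BSA, NP40, catalase; Schedule: 50 min enzyme reaction, room temperature, light-protected; Technique: FRET fluorescence in CFP and YFP emission channels; Controls: no-enzyme wells low, DMSO-plus-enzyme wells high control.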
APOBEC3G inh: APOBEC3G (human) deaminase inhibition; Q9HC16; recombinant A3G, ssDNA deamination FAM/TAMRA fluorescence; inhibition, % at 20 µM; actives 0.28% (n = 330,000); AID 493012;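 active = inhibition of at least 40% at 20 µM, with no more than 30% in the related APOBEC3A deaminase screen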;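 also: plate controls were DMSO wells with A3G for no effect and wells lacking A3G enzyme for full effect; some compounds called inactive have numbers as strong as hits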
Target sequence (Q9HC16 whole entry, looked up): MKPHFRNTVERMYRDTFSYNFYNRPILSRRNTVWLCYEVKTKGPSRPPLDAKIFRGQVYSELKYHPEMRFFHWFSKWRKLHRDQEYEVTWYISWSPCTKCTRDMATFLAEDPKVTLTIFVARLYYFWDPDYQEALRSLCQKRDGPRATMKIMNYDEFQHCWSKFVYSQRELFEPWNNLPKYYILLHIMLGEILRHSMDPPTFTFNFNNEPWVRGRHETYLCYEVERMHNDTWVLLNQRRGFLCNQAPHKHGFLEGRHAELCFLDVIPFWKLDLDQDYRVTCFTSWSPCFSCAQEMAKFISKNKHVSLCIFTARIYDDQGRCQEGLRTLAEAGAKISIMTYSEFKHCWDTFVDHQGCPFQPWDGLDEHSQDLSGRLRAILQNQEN
NALP3 yeast inh: blocks the NALP3 inflammasome reconstituted in yeast. actives 0.39% (n = 330,000). inhibition, % at 10 µM. Yeast reconstituted NLRP3/ASC/caspase-1, beta-gal luminescence, 24 h;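 active = inhibition of 50% or more; inactive = inhibition below 50%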;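 also: plate controls were induced DMSO wells for no effect and uninduced yeast grown without galactose for full effect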
beta cell repl: MIN6 beta-cell proliferation induction; proliferation, % at 10 µM; AID 2380; actives 0.29% (n = 330,000); MIN6 cells proliferation, ATPlite luminescence, 48 h; cells starved in 0.2% serum; 100% = growth in 10% serum;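 active = compounds whose signal lies at least 3.5 SD above the mean of all wells on their plate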;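 also: 0% = DMSO-treated cells in low-serum medium and 100% = 10% serum control; some compounds called inactive have numbers as strong as hits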
mIAP block: mouse IAP inhibition. purified mouse IAP, CDP-Star luminescence, 30 min. inhibition, % at 10 µM. actives 0.2% (n = 330,000);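 active = inhibition of at least 40% at 10 µM in the primary screen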;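 also: plate controls were DMSO with enzyme for no effect and no enzyme wells for full effect; values of inactives mirror those of a sister screen read the other way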
Numbers without * were called inactive.

SMILES | hIAP inh | A3A deaminase | hIAP act | mIAP act | SENP1 inh | APOBEC3G inh | NALP3 yeast inh | beta cell repl | mIAP block
Cc1cc(C)c(S(=O)(=O)NNC(=O)C2CCN(Cc3ccccc3)CC2)c(C)c1 | 6 | 0 | 0.94 | 0.94 | -1 | 2 | -2 | -1 | 6
Cc1cc(C2=NNC(=Nc3ccc(S(=O)(=O)N4CCOCC4)cc3)SC2)c(C)n1C | 3 | -5 | 0.97 | 0.95 | -1 | -4 | -10 | -4 | 5
C(=C\c1ccccc1)/CSc1nnc(-c2ccncc2)n1Cc1ccco1 | -4 | -6 | 1 | 0.94 | -13 | -6 | 10 | 0 | 6
CCOC(=O)C1=C(C)N(C)C(=O)NC1c1ccccc1OC (stereo not given) | 4 | -12 | 0.96 | 0.97 | -1 | -1 | 1 | 4 | 3
COC(=O)CSc1nc(NC(C)=O)nc(C)c1Br | 3 | 1 | 0.97 | 0.9 | -2 | -7 | 23 | 1 | 10
O=C(OCC(=O)N1CCC(Cc2ccccc2)CC1)c1cccnc1Cl | 1 | 1 | 0.99 | 1.1 | 1 | -3 | 12 | 2 | -7
Cc1ccc(S(=O)(=O)CC(=O)N(CCCN2CCOCC2)c2nc3c(F)cccc3s2)cc1 | 24 | -5 | 0.76 | 0.98 | -1 | -12 | 9 | 4 | 2
COc1cccc(CNC(=O)COC(=O)c2nn(C)c(=O)c3ccccc23)c1 | -8 | 2 | 1.1 | 1.1 | 2 | -4 | 8 | -5 | -6
Cc1noc(C)c1S(=O)(=O)N1CCN(Cc2ccc3c(c2)OCO3)CC1 | -20 | 4 | 1.2 | 1 | 2 | 0 | 1 | -2 | -4
COc1cccc(C(=O)Nc2cc(C)nn2-c2ccccc2)c1OC | -30 | -7 | 1.3 | 1.2 | 1 | -9 | 18 | -1 | -16
O=C(CSc1cn[nH]n1)Nc1nc2ccccc2s1 | 10 | -3 | 0.9 | 0.88 | 1 | -12 | 7 | -2 | 12
CCCC(=O)Nc1ccc(N2CCN(C(=O)CCC)CC2)cc1 | 6 | -1 | 0.94 | 0.9 | 2 | -5 | 5 | -3 | 10
CN1CCSc2ccc(C(=O)Nc3cccc(F)c3)cc21 | -7 | -1 | 1.1 | 1.2 | -38 | -7 | 67* | 1 | -18
CCCCc1ccc(NC(=S)NCCCN2CCOCC2)cc1 | 9 | -1 | 0.91 | 1.2 | 1 | -1 | 21 | -2 | -16
Cc1nc(N2CCN(C(=O)c3ccc(Cl)cc3)CC2)c(C#N)c2c1COC(C)(C)C2 | 9 | -4 | 0.91 | 1 | -3 | -8 | 12 | 0 | 0
O=c1[nH]c(CN2CCN(c3ccccc3)CC2)nc2scc(-c3ccccc3)c12 | -7 | 3 | 1.1 | 0.96 | -26 | -3 | 8 | 0 | 4
COc1cc(C(=O)NC(CCSC)C(=O)OCC(=O)C(C)(C)C)cc(OC)c1OC (stereo not given) | -12 | 1 | 1.1 | 1 | 1 | -5 | 3 | -4 | -4
CCOC(=O)c1nc(C)c(C(C)=O)s1 | -15 | -7 | 1.1 | 1.1 | 0 | -10 | 2 | -1 | -9
CC(C(=O)Nc1ccc(S(=O)(=O)Nc2ncccn2)cc1)N1C(=O)c2ccccc2S1(=O)=O (stereo not given) | 2 | -3 | 0.98 | 1 | 0 | -9 | 3 | -1 | -3
Cc1ccc(C(=O)c2nc3c(n2O)CCCC3)cc1 | -5 | -2 | 1.1 | 0.89 | 3 | -6 | 12 | -1 | 11
O=S(=O)(c1ccccc1)c1nc(-c2ccco2)oc1N1CCOCC1 | -15 | 5 | 1.1 | 0.98 | 2 | -5 | 8 | -4 | 2
O=S(=O)(c1ccc(Oc2ccc(S(=O)(=O)N(CCO)CCO)cc2)cc1)N(CCO)CCO | 9 | -4 | 0.91 | 0.91 | -1 | -7 | -11 | -3 | 9
COc1ccc(CC(=O)NC(C)(C)CC(C)=O)cc1OC | 1 | -1 | 0.99 | 1 | 2 | -3 | 10 | 0 | -3
COc1ccc(CC2(CO)CCN(Cc3cnc(-c4ccccc4C)nc3)CC2)cc1 | 11 | -2 | 0.89 | 0.93 | -4 | -8 | 10 | 2 | 7
CCN(Cc1ccncc1)C(=O)c1cc(Br)cc(Br)c1O | 2 | -2 | 0.98 | 1 | 0 | -4 | 21 | 2 | -4
CCN(CC)S(=O)(=O)c1ccc(OC(C)C)nc1 | 19 | 1 | 0.81 | 1 | 0 | -8 | -2 | 5 | 0
Cc1ccc(S(=O)(=O)Cc2ccc(C(=O)NCCCN3CCN(C)CC3)o2)cc1 | 0 | 1 | 1 | 0.99 | -2 | -7 | 7 | -1 | 1
O=C(CCNC(=O)c1ccc([N+](=O)[O-])cc1)NCc1ccco1 | 10 | 3 | 0.91 | 1.2 | 0 | -7 | 12 | -3 | -17
COc1cc(/C=C(\C#N)C(=O)Nc2ccccn2)ccc1O | 32 | -5 | 0.68 | 0.85 | -66 | -9 | -8 | -1 | 15
O=C(O)c1ccc(-c2nc(-c3ccccc3)c(-c3ccccc3)[nH]2)cc1 | -2 | -4 | 1 | 0.95 | 0 | -6 | -16 | 1 | 5
Cc1cccc(/C=C2\Sc3ccc(C(=O)NCC4CCCO4)cc3N(C)C2=O)c1 (stereo not given) | 5 | -6 | 0.95 | 1 | 1 | 0 | 23 | -6 | 0
C[C@H](CO)N1C[C@H](C)[C@@H](CN(C)C(=O)Nc2ccc3c(c2)OCO3)Oc2ccc(NC(=O)Cn3cnnn3)cc2C1=O | 2 | 0 | 0.98 | 1 | -2 | 1 | 11 | -1 | -1
Cc1ccccc1NC(=O)C1CCCN(c2ncnc3onc(-c4ccc(F)cc4)c23)C1 (stereo not given) | -7 | -1 | 1.1 | 1 | 1 | -2 | 8 | 0 | 0
Cc1c(C)c2c(OCC(=O)NCCCO)cc3c(c2oc1=O)CCC(C)(C)O3 | -19 | -2 | 1.2 | 1 | 0 | -2 | 6 | 1 | -5
C/C(=N\NC(=O)c1nnn(-c2nonc2N)c1COc1ccc(F)cc1)c1ccc(Cl)cc1 | -2 | -2 | 1 | 0.97 | 1 | -7 | 16 | -1 | 3
COc1ccc(NC(=O)CSc2nnc(C3CCCCC3)n2-c2ccccc2)cc1 | 5 | 1 | 0.95 | 1.1 | 2 | 0 | 9 | -2 | -8
Fc1cccc(NCc2cn3ccccc3n2)c1 | 6 | -3 | 0.94 | 0.91 | -44 | -9 | 13 | -2 | 9
COC(=O)c1ccccc1NC(=S)NC(C)=O | -3 | -1 | 1 | 0.9 | 1 | -9 | 1 | -3 | 10
COC(CNc1ncnc2sc(-c3ccccc3)cc12)OC | -22 | -2 | 1.2 | 0.91 | -35 | -5 | 23 | -4 | 9
COc1ccccc1N1CCN(C2CCN(S(=O)(=O)c3ccc(C)cc3)CC2)CC1 | 0 | 5 | 1 | 0.98 | -1 | 2 | 4 | 5 | 2

No new results follow: nine of the compounds above.
SMILES | hIAP inh | A3A deaminase | hIAP act | mIAP act | SENP1 inh | APOBEC3G inh | NALP3 yeast inh | beta cell repl | mIAP block
C[C@H](CO)N1C[C@H](C)[C@@H](CN(C)C(=O)Nc2ccc3c(c2)OCO3)Oc2ccc(NC(=O)Cn3cnnn3)cc2C1=O | 2 | 0 | 0.98 | 1 | -2 | 1 | 11 | -1 | -1
Cc1ccccc1NC(=O)C1CCCN(c2ncnc3onc(-c4ccc(F)cc4)c23)C1 (stereo not given) | -7 | -1 | 1.1 | 1 | 1 | -2 | 8 | 0 | 0
Cc1c(C)c2c(OCC(=O)NCCCO)cc3c(c2oc1=O)CCC(C)(C)O3 | -19 | -2 | 1.2 | 1 | 0 | -2 | 6 | 1 | -5
C/C(=N\NC(=O)c1nnn(-c2nonc2N)c1COc1ccc(F)cc1)c1ccc(Cl)cc1 | -2 | -2 | 1 | 0.97 | 1 | -7 | 16 | -1 | 3
COc1ccc(NC(=O)CSc2nnc(C3CCCCC3)n2-c2ccccc2)cc1 | 5 | 1 | 0.95 | 1.1 | 2 | 0 | 9 | -2 | -8
Fc1cccc(NCc2cn3ccccc3n2)c1 | 6 | -3 | 0.94 | 0.91 | -44 | -9 | 13 | -2 | 9
COC(=O)c1ccccc1NC(=S)NC(C)=O | -3 | -1 | 1 | 0.9 | 1 | -9 | 1 | -3 | 10
COC(CNc1ncnc2sc(-c3ccccc3)cc12)OC | -22 | -2 | 1.2 | 0.91 | -35 | -5 | 23 | -4 | 9
COc1ccccc1N1CCN(C2CCN(S(=O)(=O)c3ccc(C)cc3)CC2)CC1 | 0 | 5 | 1 | 0.98 | -1 | 2 | 4 | 5 | 2

Next results follow.
SMILES | hIAP inh | A3A deaminase | hIAP act | mIAP act | SENP1 inh | APOBEC3G inh | NALP3 yeast inh | beta cell repl | mIAP block
COC(=O)c1sccc1NC(=O)c1cccc(Cl)c1 | 2 | -1 | 0.98 | 0.83 | 4 | 2 | 34 | -3 | 17
COc1ccc(CC2(CO)CCN(C(C)Cc3ccc(Cl)cc3)CC2)cc1 (stereo not given) | -6 | 2 | 1.1 | 1 | -2 | -1 | 24 | -4 | -2
Cc1ccccc1Nc1nnc(SCC(=O)Nc2ccccc2[N+](=O)[O-])s1 | -6 | -4 | 1.1 | 0.83 | 9 | -7 | 21 | 0 | 16
O=C(NCC1CCCO1)c1cc(C(=O)C2CCCCC2)c[nH]1 (stereo not given) | -18 | 6 | 1.2 | 0.92 | -1 | 2 | 20 | 0 | 8
CCc1ccc(OCC(=O)Nc2ccncc2)cc1 | -6 | -4 | 1.1 | 0.93 | -1 | -6 | 19 | -1 | 8
CCCCn1c(S(=O)(=O)O)nc2ccccc21 | 10 | -2 | 0.9 | 0.92 | 2 | -3 | -6 | -1 | 8
CC1CCC(N2CCN(c3ncccn3)CC2)C1 (stereo not given) | -3 | -5 | 1 | 0.97 | 2 | -6 | 10 | 2 | 3
O=C(C[n+]1ccc2ccccc2c1)c1cccc2ccccc12 | 5 | 8 | 0.95 | 0.92 | -7 | -4 | 8 | -5 | 8
Cc1ccc(NC(=O)CCCNC(=O)c2ccc(Cl)cc2)c(Br)c1 | -8 | -6 | 1.1 | 1.1 | 2 | 7 | 14 | -3 | -11
Cc1cccc(OCC(O)CN2C(C)(C)CC(O)CC2(C)C)c1C (stereo not given) | 12 | 1 | 0.88 | 0.84 | 3 | -3 | 9 | -1 | 16
CCN(CC)S(=O)(=O)c1ccc(N(C)CCc2ccc(OC)c(OC)c2)nc1 | 3 | 2 | 0.97 | 0.95 | 0 | 0 | 1 | -1 | 5
CCCCn1c(N)c(N(CC(C)C)C(=O)c2ccc(Cl)c(S(=O)(=O)N3CCCC3)c2)c(=O)[nH]c1=O | -11 | -1 | 1.1 | 1 | -3 | -10 | -2 | -3 | 0
COc1ccc(Oc2ccc(-c3ccn[nH]3)cc2)cc1 | -8 | -2 | 1.1 | 0.95 | 0 | -8 | 23 | 1 | 5
COc1ccc(Cc2c3cc(OC)c(OC)cc3cc[n+]2C)cc1OC | 23 | 38 | 0.77 | 0.9 | 1 | 15 | 0 | 0 | 10

Only part of the results is shown, so the mix of outcomes need not match the whole.
